# High-throughput results as filed in PubChem.
# DAX1 inh-1: inhibitors of human orphan nuclear receptor DAX1 (NR0B1); P51843; HEK293 Gal4-DAX1 luciferase reporter, luminescence; inhibition, % at 6.75 µM; 340,000 compounds, 0.99% hits; AID 504766;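 active = inhibition above the mean over all tested compounds plus 3 SD, cut at about 4.2% in these data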;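 also: 0% = DAX1-transfected cells with DMSO and 100% = empty-vector control cells with DMSO; inhibition shows as a rise in luminescence from relieved DAX1 repression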
# Target sequence (P51843 207-470 limits assumed): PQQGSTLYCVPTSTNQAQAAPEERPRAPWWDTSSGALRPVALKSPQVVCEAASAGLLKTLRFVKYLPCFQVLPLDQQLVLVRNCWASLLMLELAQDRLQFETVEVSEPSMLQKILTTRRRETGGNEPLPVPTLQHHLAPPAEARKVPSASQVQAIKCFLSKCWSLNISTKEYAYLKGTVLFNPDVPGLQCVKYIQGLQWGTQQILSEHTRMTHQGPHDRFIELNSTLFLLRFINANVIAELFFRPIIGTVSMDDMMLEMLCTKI
# MBD2 DNA inh: inhibitors of human MBD2 binding to methylated oligonucleotide; Q9UBB5; TR-FRET; inhibition, % at 4.4 µM; 370,000 compounds, 0.31% hits; in the data active = inhibition above about 13%
# hgDAF-12 ag: hgDAF-12 agonism, primary luciferase screen | HEK293 GAL4-hgDAF12 UAS-luciferase reporter, agonist luminescence; normalized to butyrate control | activation, % at 6.8 µM | 370,000 compounds, 1.8% hits | AID 687014;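 active = activation above a cutoff set at the mean of all screened compounds plus 3 SD, cut at about 10% in these data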;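 also: 0% = DMSO wells and 100% = sodium butyrate wells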
# PLCg1 inh: inhibitors of human phospholipase C gamma1; P19174; purified PLC-gamma1, fluorogenic substrate, fluorescence; inhibition, % at 12.2 µM; 370,000 compounds, 0.84% hits; AID 720700; in the data active = inhibition above about 9.5%
# ssDAF-12 act: activates DAF-12 receptor from parasite S. stercoralis; HEK293 ssDAF-12/GRIP1 lit1-tk-luc reporter, luminescence; % of 3 µM dafachronic acid response; activation, % at 6.8 µM; 370,000 compounds, 1% hits; AID 652126;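 active = activation above the mean over all tested compounds plus 3 SD, cut at about 0.9% in these data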;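 also: 0% = DMSO-only wells and 100% = 3 µM delta7-dafachronic acid wells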
# ADAM17 inh: inhibitors of human ADAM17; P78536; recombinant ADAM17, EDANS/DABCYL FRET peptide cleavage; inhibition, % at 6.95 µM; 370,000 compounds, 0.83% hits; AID 720648;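 active = inhibition above the mean of compounds lying between control limits plus 3 SD, set per campaign, cut at about 8.5% in these data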;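 also: 0% = DMSO-only wells as the low control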
# SMARCA2 activ: increases SMARCA2 function in MMTV reporter cells; MG213 cells, MMTV-luciferase reporter, dexamethasone, overnight; activation, % at 9.1 µM; 370,000 compounds, 1% hits; in the data active = activation above about 7.8%;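 also: 0% = vehicle wells and 100% = reference activator wells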
# NR1D1 modulator: Rev-erb alpha (human) modulation; Rev-erbα–FITC-DNA binding, fluorescence polarization, 90 min; activity, % at 10 µM; 370,000 compounds, 0.79% hits; AID 1259318;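 active = activity above about 14%, limit read from the data; passing the limit was not always enough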;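 also: 0% = DMSO wells with 35 nM protein and 100% = DMSO wells with 750 nM protein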
# Target sequence (P20393 whole entry, looked up): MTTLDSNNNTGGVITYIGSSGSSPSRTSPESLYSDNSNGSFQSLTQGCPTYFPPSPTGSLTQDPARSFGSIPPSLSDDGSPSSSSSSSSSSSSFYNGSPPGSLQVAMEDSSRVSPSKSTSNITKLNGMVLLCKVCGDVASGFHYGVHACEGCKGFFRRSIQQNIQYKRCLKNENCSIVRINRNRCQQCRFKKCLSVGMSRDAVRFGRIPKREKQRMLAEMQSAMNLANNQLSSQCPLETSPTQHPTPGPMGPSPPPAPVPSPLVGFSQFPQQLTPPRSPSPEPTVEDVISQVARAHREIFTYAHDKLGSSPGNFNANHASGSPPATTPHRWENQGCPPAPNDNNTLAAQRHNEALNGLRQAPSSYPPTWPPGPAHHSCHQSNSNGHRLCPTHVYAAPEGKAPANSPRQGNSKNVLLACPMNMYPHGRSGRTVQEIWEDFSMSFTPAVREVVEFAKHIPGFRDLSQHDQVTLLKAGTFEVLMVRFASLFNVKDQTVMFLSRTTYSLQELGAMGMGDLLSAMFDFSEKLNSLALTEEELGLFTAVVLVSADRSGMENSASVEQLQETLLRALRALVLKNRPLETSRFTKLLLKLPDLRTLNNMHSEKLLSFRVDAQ
# hcDAF12 agonist: H. contortus DAF-12 activation, primary screen. HEK293 hcDAF-12 lit1-tk-luc reporter, luminescence; 0% DMSO, 100% Δ7-dafachronic acid. activation, % at 6.8 µM. 370,000 compounds, 1.4% hits. AID 652067;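 active = activation above the mean of all tested compounds plus 3 SD, cut at about 5.5% in these data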;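 also: 100% = response to 3 µM Δ7-dafachronic acid high control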
# DAX1 inh-2: blocks DAX1 repression of SF-1 activated StAR promoter; HEK293T StAR-luciferase reporter, SF-1/DAX-1 repression relief; inhibition, % at 6.8 µM; AID 652010; 370,000 compounds, 1.1% hits;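 active = inhibition above the mean over all tested compounds plus 3 SD, cut at about 3.6% in these data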;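 also: 0% = DAX-1 cells with DMSO and 100% = cells lacking DAX-1 with DMSO; higher inhibition means more luminescence from relief of DAX-1 repression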
# PLC-beta3 inh: inhibitors of human phospholipase C beta3 | Q01970 | Purified PLC-beta3, fluorogenic substrate, fluorescence | inhibition, % at 12.2 µM | 370,000 compounds, 0.18% hits | AID 720704; in the data active = inhibition above about 11%;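 also: 0% = median of compound wells on plate and 100% = full blocker control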
# Active calls of the source: *; · = no result given.
SMILES,DAX1 inh-1,MBD2 DNA inh,hgDAF-12 ag,PLCg1 inh,ssDAF-12 act,ADAM17 inh,SMARCA2 activ,NR1D1 modulator,hcDAF12 agonist,DAX1 inh-2,PLC-beta3 inh
CC(C)CC(=O)c1c(O)c(C=O)c(O)c2c1O[C@@]1(C)[C@@H](C2)C[C@H]2C[C@@H]1C2(C)C,1.8,-3,4.1,1,-1.2,-1,1,-3,-0.7,-0.3,2
Cc1ccc(C)c(N(CC(=O)NC2CCCCC2)C(=O)c2snc(C(N)=O)c2N)c1,1.6,0,1.0,-106,-1.1,-74,0,-4,-0.1,0.2,-146
O=c1[nH]cnc2c1ncn2C1OC(CO)CC1F (stereo not drawn),·,-6,0.4,1,-0.2,-3,-3,-4,-0.8,0.8,0
Cc1ccnc(NC(=O)c2ccc(S(=O)(=O)N3CCC(C)CC3)cc2)c1,2.2,-3,11*,2,0.3,0,2,1,3.7,11*,2
CCCCc1c(O)nc(SCC(=O)N2CCOCC2)n(-c2ccc(C)cc2)c1=O,0.7,5,0.4,-1,-1.0,-7,-2,1,1.1,-0.3,-7
CCCn1ncc(CN2CCC(n3nccc3NC(=O)c3ccccc3Cl)CC2)c1C,0.0,2,2.5,-3,-0.9,-6,1,0,-0.9,-2.0,-4
COc1ccc(NC(=O)Nc2cccc(C(F)(F)F)c2)cn1,-0.1,4,3.8,1,-0.8,2,-3,-3,-3.1,-0.8,5
Cc1cc(NC(=O)CS(=O)(=O)c2ccc(F)cc2)no1,1.5,-3,0.9,-5,-0.3,-3,-4,-2,-1.2,2.4,-3
CCN(CC)c1ccc2c(Cl)cc(=O)oc2c1,·,-2,-2.9,-306,-0.9,-47,-3,1,1.1,-1.1,-429
Oc1c(C2=NCCNC(C(F)(F)F)=C2)ccc2ccccc12,2.0,-6,19*,1,0.9,2,7,18*,3.5,4.7*,-5
CC(C)(C)n1nnnc1C(c1cccs1)N(Cc1ccc(Cl)cc1)CC1CCCO1 (stereo not drawn),-0.6,-8,0.6,1,-1.4,3,2,-4,1.3,-0.5,4
CCCCC1=NN2CCS(=O)(=O)N=C2S1,1.5,0,-0.5,3,-1.3,0,-2,-7,-1.7,-1.5,-1
O=C1NC(=O)/C(=C\c2ccc(OCc3cccc([N+](=O)[O-])c3)cc2)N1,-1.4,-1,-0.8,6,-2.1,0,-3,-8,-2.8,-1.5,-3
COc1ccc(Cl)cc1S(=O)(=O)Nc1cccc(C(=O)O)c1,0.3,0,3.0,-1,-0.8,-2,-3,1,0.7,0.2,-1
COc1ccc(CNC(=O)C2Cc3c(-c4ccccc4)ccnc3O2)cc1OC (stereo not drawn),·,-3,2.0,3,-1.5,0,1,-5,-3.4,0.2,2
COc1ccc(N2CCN(S(=O)(=O)CCNC(=O)c3ccc(Br)o3)CC2)cc1,-0.7,-2,2.6,3,-0.6,-2,-1,-6,0.5,-1.5,-5
CCCCNC(=O)N(O)C1N(/N=C/c2ccc(N(C)C)cc2)C(=S)SC1(C)C (stereo not drawn),1.6,-1,0.6,-9,-1.7,1,2,8,-0.9,-0.3,-24
O=[N+]([O-])c1ccccc1S(=O)(=O)n1cnc2ccccc21,·,5,-0.1,1,-0.4,-2,-3,-3,-0.9,0.1,-1
Cc1ccc(-c2nnc(SCC#CCOC(=O)c3ccco3)o2)cc1,0.4,-5,1.7,-2,-0.2,-2,4,0,-1.0,0.5,-1
CC(=O)N(c1ccc(N(C(C)=O)S(=O)(=O)c2cccs2)cc1)S(=O)(=O)c1cccs1,0.4,2,-0.5,-1,-1.4,0,4,-2,-1.6,0.1,1
O=C(NC1CCCCN(Cc2cccc(C(F)(F)F)c2)C1=O)c1cccc([N+](=O)[O-])c1 (stereo not drawn),·,4,-1.4,-1,-1.7,-5,-3,-2,-1.1,-0.9,-6
CC1Cc2ccccc2N1C(=O)Cn1cnc2ccccc21 (stereo not drawn),-0.8,-5,-1.4,1,-0.1,-3,-3,-2,-3.2,-1.7,-1
Cc1ccc(Cl)cc1NC(=O)Nc1c(C)n(C)n(-c2ccccc2)c1=O,-0.7,-4,2.4,-1,-1.1,-5,0,5,-1.6,-0.6,-5
Cc1ccc(-n2c(COc3ccccc3)n[nH]c2=S)cc1,-0.5,1,-0.9,-1,-1.1,-1,-1,-6,0.6,0.1,2
CC(C)(C)c1nnc(SCC(=O)c2ccccc2)n(N)c1=O,-1.3,-2,6.3,1,-1.2,-2,0,-4,0.3,-0.7,1
# Continued.
SMILES,DAX1 inh-1,MBD2 DNA inh,hgDAF-12 ag,PLCg1 inh,ssDAF-12 act,ADAM17 inh,SMARCA2 activ,NR1D1 modulator,hcDAF12 agonist,DAX1 inh-2,PLC-beta3 inh
COC(=O)[C@]12C[C@H](CC(=O)NCc3ccc(OC)c(OC)c3)C(=O)N(Cc3ccc4c(c3)OCO4)C1=C[C@H](COCc1ccccc1)O[C@@H]2C,·,1,-1.9,2,-0.8,-2,-4,-5,-1.0,-1.4,4
N#CC1=C(SCc2ccccc2)NC2=C(C(=O)CCC2)C1c1ccc2c(c1)OCO2 (stereo not drawn),1.4,2,-1.1,-6,-1.7,2,-4,2,-3.0,-1.2,-2
OC(c1ccc(Cl)c(F)c1)c1ncc(-c2ccc(F)cc2)[nH]1 (stereo not drawn),·,-1,1.9,2,-1.5,4,-2,2,-1.3,-1.3,1
Clc1ccc([C@H]2OC[C@@]3(CNCc4ccccc4)CS[C@H](c4ccc(Cl)cc4)N23)cc1,·,-3,-0.9,1,-1.5,2,·,-5,-1.3,·,1
CCC(C)(CC(=O)N(C)CCC#N)c1ccccc1 (stereo not drawn),0.8,-4,-1.4,-4,-0.9,-1,-2,3,-1.1,-0.5,1
Cc1ccc2nc(SCC(=O)Nc3ccc(F)cc3F)[nH]c2c1,-0.1,4,1.8,2,-1.5,3,-3,-4,-3.8,-0.4,1
Cc1ccccc1C(=O)N1CCC(C(=O)Nc2cc(C(F)(F)F)ccc2N2CCCC2)CC1,-0.9,-5,2.5,2,-1.5,4,-1,1,-0.9,0.7,0
Cc1ccc(CONC(=O)c2ccc(Cl)cc2)cc1,1.4,4,6.4,5,-0.8,-2,1,-7,0.9,1.5,-4
CCOC(=O)c1nn2c(C(F)(F)F)cc(-c3ccc(OC)cc3)nc2c1Br,-1.0,1,-0.9,-34,-1.1,-1,2,41*,-1.1,0.0,-44
O=C(NNC(=S)Nc1ccccc1)NNC(=S)Nc1ccccc1,0.4,1,1.4,-3,-1.2,-1,2,-3,-0.1,0.2,-4
O=C1CC(N2CCN(c3ccccc3O)CC2)C(=O)N1Cc1ccccc1 (stereo not drawn),-0.6,-2,-0.5,-1,-1.1,-1,-2,0,0.0,0.4,-8
O=C1OC2(c3ccccc31)c1ccccc1-c1ccccc12,0.5,4,2.5,0,-0.8,-1,-5,7,-0.1,0.1,-6
COC(=O)c1ccc(S(=O)(=O)NCc2ccco2)o1,-1.1,-1,1.6,-1,-1.7,-5,-1,-3,0.2,-0.4,-3
COc1ccc(C(O)c2nc(-c3cccc(C(F)(F)F)c3)cs2)cc1 (stereo not drawn),·,-3,-2.4,5,-1.6,13*,-2,0,-1.9,-0.8,-4
COC(=O)CCC(=O)N(C)CC1CCCN(CCc2cccc(C(F)(F)F)c2)C1 (stereo not drawn),1.1,-1,1.9,-3,-0.9,0,-2,1,1.0,0.2,-6
CCCc1nc2sc3c(c2c(=O)n1NC(=O)CCC(=O)OC)CCCC3,0.5,3,-2.7,3,-0.8,5,-5,3,3.0,0.9,2
CCOC(=O)c1[nH]c(C)c(CN(Cc2ccco2)C(=O)C(F)(F)F)c1C,0.4,-2,-2.5,0,-1.0,2,0,-1,-3.4,-0.7,1
O=C(CCc1nc2ccccc2c(=O)[nH]1)OCC(=O)N1CCc2ccccc21,0.8,-4,1.8,7,0.0,4,-3,5,1.9,0.3,3
O=[N+]([O-])c1ccc(NN=Cc2cccc3ccccc23)cc1,-1.4,1,-0.9,-2,-0.9,-1,-3,1,-1.4,-1.9,-8
O=C(NNC(=O)c1ccc(F)cc1)c1ccncc1,2.6,-2,0.2,11*,-0.7,6,-4,1,-0.5,0.9,1
COc1ccc(C(=O)n2c(SC)nc3cc4c(cc32)OCCO4)cc1,-0.1,-11,5.1,0,-0.6,-1,2,9,1.3,0.4,2
Cc1cccc(C(=O)OC(C)C(=O)Nc2ccc(S(=O)(=O)N3CCCC3)cc2)c1O (stereo not drawn),0.6,1,0.7,-22,-1.0,6,-4,0,-1.1,-2.0,-24
CCc1ccc(N(C(=O)c2csnn2)C(C(=O)NC2CCCC2)c2cccnc2)cc1 (stereo not drawn),-0.8,1,0.3,2,-1.4,-2,-4,-1,-2.3,-0.2,-5
CC1CN(Cc2ccccc2)c2nc3c(c(=O)[nH]c(=O)n3C)n2C1 (stereo not drawn),1.7,4,-0.1,3,-2.5,-5,-2,4,-2.2,0.1,-8
COc1ccc(CNC(=O)CN2C(=O)NC3(CCCCCC3)C2=O)cc1,0.5,2,1.3,-1,-0.6,-3,3,6,0.0,-0.4,3
CC1=CC(C)(C)N(C(=O)CN2C(=O)CCC2=O)c2ccccc21,1.7,0,-0.5,3,-0.7,1,-4,-4,1.5,1.2,3
CC(/C=C/c1ccccc1)=N/NC(=O)CNC(=O)c1ccc2c(c1)OCO2,1.2,0,-1.4,-1,-1.4,-3,2,4,-1.6,0.0,0

# In the list so far, these have a Cl atom:
SMILES,DAX1 inh-1,MBD2 DNA inh,hgDAF-12 ag,PLCg1 inh,ssDAF-12 act,ADAM17 inh,SMARCA2 activ,NR1D1 modulator,hcDAF12 agonist,DAX1 inh-2,PLC-beta3 inh
CCCn1ncc(CN2CCC(n3nccc3NC(=O)c3ccccc3Cl)CC2)c1C,0.0,2,2.5,-3,-0.9,-6,1,0,-0.9,-2.0,-4
CCN(CC)c1ccc2c(Cl)cc(=O)oc2c1,·,-2,-2.9,-306,-0.9,-47,-3,1,1.1,-1.1,-429
CC(C)(C)n1nnnc1C(c1cccs1)N(Cc1ccc(Cl)cc1)CC1CCCO1 (stereo not drawn),-0.6,-8,0.6,1,-1.4,3,2,-4,1.3,-0.5,4
COc1ccc(Cl)cc1S(=O)(=O)Nc1cccc(C(=O)O)c1,0.3,0,3.0,-1,-0.8,-2,-3,1,0.7,0.2,-1
Cc1ccc(Cl)cc1NC(=O)Nc1c(C)n(C)n(-c2ccccc2)c1=O,-0.7,-4,2.4,-1,-1.1,-5,0,5,-1.6,-0.6,-5
OC(c1ccc(Cl)c(F)c1)c1ncc(-c2ccc(F)cc2)[nH]1 (stereo not drawn),·,-1,1.9,2,-1.5,4,-2,2,-1.3,-1.3,1
Clc1ccc([C@H]2OC[C@@]3(CNCc4ccccc4)CS[C@H](c4ccc(Cl)cc4)N23)cc1,·,-3,-0.9,1,-1.5,2,·,-5,-1.3,·,1
Cc1ccc(CONC(=O)c2ccc(Cl)cc2)cc1,1.4,4,6.4,5,-0.8,-2,1,-7,0.9,1.5,-4
